Compound activity as filed in PubChem.
GASC-1 inh = blocks human GASC-1 demethylase activity | GST-JMJD2C(1-420) H3K9me3 demethylation, DELFIA europium | inhibition, % at 2.35 µM | hit rate 0.069% among 330,000 | AID 2099;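 active means more than half of a compound's replicate wells show inhibition beyond 50%, single wells judged on their own value; inconclusive means some, but no more than half, of replicates pass 50% inhibition; inactive means no replicate passes 50% inhibition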;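 further: signal counts dimethyl H3K9 product captured on neutravidin plate; 0% = median of DMSO wells and 100% = 0.3 times that DMSO median; strong numbers were not always called active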
PREPL inh = inhibitors of human prolyl oligopeptidase-like enzyme PREPL; hit rate 0.68% among 320,000; Q4J6C6; AID 2751; inhibition, % at 5.96 µM; recombinant PREPL, fluorescence polarization activity-based probe; in the data active means inhibition above about 43%;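 further: 0% = enzyme with DMSO and 100% = wells lacking enzyme; many of its hits are not listed in these tables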
Target sequence (Q4J6C6 whole entry, looked up): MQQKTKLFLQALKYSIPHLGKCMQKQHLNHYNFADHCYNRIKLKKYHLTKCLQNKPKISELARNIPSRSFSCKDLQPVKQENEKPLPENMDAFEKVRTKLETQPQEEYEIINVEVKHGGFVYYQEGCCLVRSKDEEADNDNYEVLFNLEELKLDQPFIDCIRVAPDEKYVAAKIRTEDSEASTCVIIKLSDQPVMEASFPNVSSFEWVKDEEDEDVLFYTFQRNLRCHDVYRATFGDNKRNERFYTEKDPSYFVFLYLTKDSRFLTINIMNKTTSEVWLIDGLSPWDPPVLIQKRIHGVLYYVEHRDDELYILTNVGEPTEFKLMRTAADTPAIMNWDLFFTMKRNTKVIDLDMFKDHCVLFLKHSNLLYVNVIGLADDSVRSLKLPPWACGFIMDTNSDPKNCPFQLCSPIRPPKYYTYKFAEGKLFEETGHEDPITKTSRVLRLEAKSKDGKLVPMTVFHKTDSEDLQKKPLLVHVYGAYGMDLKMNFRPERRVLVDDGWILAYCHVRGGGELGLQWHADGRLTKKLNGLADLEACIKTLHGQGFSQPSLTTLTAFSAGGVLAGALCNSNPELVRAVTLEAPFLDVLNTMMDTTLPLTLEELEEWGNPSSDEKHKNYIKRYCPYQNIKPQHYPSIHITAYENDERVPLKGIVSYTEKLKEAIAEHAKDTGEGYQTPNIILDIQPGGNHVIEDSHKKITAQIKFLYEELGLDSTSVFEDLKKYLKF
Efflux pump inh = blocks antifungal efflux pumps in multiplex yeast assay; inhibition, % at 10 µM; S. cerevisiae Candida pump triplex, Nile Red efflux; hit rate 0.44% among 330,000;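 active means plate passing quality check with inhibition over a set limit, or well fluorescence over plate mean plus 4 SD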;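 further: Nile Red retained in pooled yeast measured as flow cytometry median fluorescence; 0% = buffer negative control and 100% = Enniatin B positive control; higher means more Nile Red kept so more efflux inhibition; some compounds called inactive have numbers as strong as hits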
LYPLA2 inh = LYPLA2 (human) inhibition in PME1 counter-screen; O95372; recombinant LYPLA2, FP-Rh probe fluorescence polarization; inhibition, % at 5.9 µM; hit rate 0.38% among 320,000;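 active means inhibition above the screen-wide mean plus 3 SD, limit set per campaign, cut at about 26% in these data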;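 further: 0% = LYPLA2 with DMSO and 100% = wells lacking LYPLA2 enzyme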
PP5 inh = inhibitors of human protein phosphatase 5 (PP5). purified PP5c, OMFP substrate fluorescence. inhibition, % at 6.7 µM. hit rate 0.18% among 320,000;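 active means inhibition above the campaign's mean inhibition across all tested compounds plus 3 SD, cut at about 9.5% in these data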;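 further: 0% = DMSO only and 100% = 100 µM cantharidin control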
Fh CTSL1 inh = blocks F. hepatica cathepsin L1 in PFM18AAP counter-screen; recombinant F. hepatica cathepsin L1, Z-Leu-Arg-MCA fluorescence; inhibition, % at 5.96 µM; hit rate 0.49% among 300,000; AID 1906;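 active means inhibition above the mean of all tested compounds plus 3 SD, set per screening campaign, cut at about 17% in these data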;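 further: 0% = plate median of test compound wells and 100% = 1 µM Z-Phe-Ala-diazomethylketone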
core dimer inh = HCV core protein dimerization inhibition. TR-FRET GST/Flag-core106 dimerization, 1536-well. inhibition, % at 5 µM. hit rate 0.33% among 300,000. AID 1899;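 active means inhibition above the mean of all tested compounds plus 3 SD, set per screening campaign, cut at about 45% in these data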
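Material: GST/Flag-tagged HCV core106 proteins. Incubation: 4 h, 22.5 °C incubation. Read-out basis: inhibition (%) from 671 over 617 nm ratio. Measured by: TR-FRET, excitation 340 nm, emission 617 and 671 nm.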
PP1 counter = blocks human PP1-alpha phosphatase, a PP5 counter-screen; hit rate 0.9% among 320,000; purified PP1alpha, OMFP fluorescence; P62136; AID 2235; inhibition, % at 6.7 µM;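 active means inhibition above the mean inhibition of all tested compounds plus 3 SD, computed separately for each screening campaign, cut at about 15% in these data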
Target sequence (P62136 whole entry, looked up): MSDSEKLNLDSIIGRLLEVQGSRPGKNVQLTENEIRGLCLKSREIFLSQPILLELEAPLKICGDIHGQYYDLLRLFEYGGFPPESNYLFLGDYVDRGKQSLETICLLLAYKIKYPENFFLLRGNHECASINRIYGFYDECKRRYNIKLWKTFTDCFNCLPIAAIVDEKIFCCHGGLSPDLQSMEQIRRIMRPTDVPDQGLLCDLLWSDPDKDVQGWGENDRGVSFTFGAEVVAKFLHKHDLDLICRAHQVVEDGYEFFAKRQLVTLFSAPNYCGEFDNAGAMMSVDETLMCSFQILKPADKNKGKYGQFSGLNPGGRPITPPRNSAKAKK
TPT1 inh = C. albicans TPT1 enzyme inhibition; recombinant caTPT1, FP RNA substrate dephosphorylation; inhibition, % at 5 µM; AID 1962; hit rate 0.81% among 300,000;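 active means inhibition above the mean of all tested compounds plus 3 SD, set per screening campaign, cut at about 24% in these data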;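 further: plate controls were DMSO alone for no effect and ferristatin control at 100 nM for full effect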
* hit, by the source's call; ? = inconclusive; . = not tested or not shown; & = joins results of further samples. Only part of the results is shown. The share of hits here may be higher or lower than overall.

Under each structure – GASC-1 inh	PREPL inh	Efflux pump inh	LYPLA2 inh	PP5 inh	Fh CTSL1 inh	core dimer inh	PP1 counter	TPT1 inh
COC(=O)c1ccccc1N=Cc1c(O)[nH]c(=O)[nH]c1=O
 : -1	10	0.2	8	2.7	3	-16	0	0
Cc1nc2sccc2c(=O)n1-c1ccccc1Cl
 : 8	3	0.0	4	3.6	-1	-5	2	0
COc1cc(CNCCc2c[nH]c3ccccc23)cc(OC)c1
 : 10	-55	0.2	1	2.5	2	-1	1	-1
COC1=C[C@@H]2C3=C([C@@H]2C1=O)[C@@H](NC(C)=O)CCc1cc(OC)c(OC)c(OC)c13
 : .	-2	0.0	-6	-2.0	-3	2	0	-5
O=c1[nH]c(=S)[nH]c(O)c1/C=C1/C=c2ccccc2=N1
 : -4	0	0.5*	0	0.8	1	19	4	4
COc1ccc(CNC(=O)CCC(=O)N2C[C@H]3C[C@H](C2)c2cccc(=O)n2C3)cc1
 : ?	3	-0.1	5	-0.1	2	2	-4	-3
COc1cc(C)c(CN2CCN(c3ccccc3)CC2)cc1C
 : 8	9	-0.1	7	1.2	1	0	1	0
O=C1C2CCCN2C(c2ccc(Cl)cc2)N1c1ccccn1 (configuration not stated)
 : -1	14	0.2	4	1.1	-3	4	-4	4
c1ccc(CN2CCN(Cc3ccc4c(c3)OCCO4)CC2)cc1
 : -13	-3	-0.1	4	-1.9	2	-5	0	-1
O=c1[nH]c(=O)n(CCC2=CCCCC2)c(O)c1/C=N/Nc1cccc2ccccc12
 : -10	20	0.0	2	-0.3	6	25	21*	10
Cc1ccc(Cn2nnnc2CN2CCC(n3nnc4ccccc43)CC2)cc1
 : -10	-28	0.0	10	0.8	0	4	4	-1
C[C@]12CCC3C(CCC4=C/C(=N/OCC(=O)NC(CCC(=O)O)C(=O)O)CC[C@@]43C)C1CCC2O (some centres not stated)
 : 1	8	0.0	7	-0.5	0	-4	-4	-3
O=c1c2ccccc2nc(C[n+]2ccccc2)n1-c1cccc(C(F)(F)F)c1
 : -13	5	-0.1	3	4.8	-4	4	-3	3
COC(=O)C1=C(c2ccc(-c3ccccc3)c(F)c2)C[C@@H]2CC[C@H]1N2C(=O)NCCOc1ccccc1Cl
 : -5	-12	0.3	-6	-0.6	.	.	7	.
COc1cc(/C=N/NC(=O)Cn2c([N+](=O)[O-])cnc2C)ccc1OC(=O)N(C)C
 : -2	13	0.0	1	2.0	1	0	-3	2
CN(C)CC1CCCCC1OC(=O)c1ccc(Cl)c(Cl)c1 (configuration not stated)
 : 1	-9	0.2	1	-0.3	2	-8	-1	-5
CCOC(=O)c1sc(/N=C/c2c(O)n(-c3cccc(C)c3)c(=O)[nH]c2=O)c(C#N)c1C
 : -5	6	-0.5	-1	2.1	-9	-8	-3	18
C/C(=N\NC(=O)c1ccccc1O)c1c(O)n(C2CCCCC2)c(=O)[nH]c1=O
 : 27	6	0.1	7	3.6	4	4	3	0
CCN1CCN(Cc2cc(OC)c3c(c2)OCO3)CC1
 : 0	-3	-0.1	-1	-1.1	-2	8	-3	-1
C#CCN[C@H](C)Cc1ccccc1
 : 3	-4	0.0	2	-1.6	6	1	-2	-5
CCCCn1c(O)c(C(C)=NCc2ccc(F)cc2)c(=O)[nH]c1=O
 : 1	38	0.1	6	4.7	2	2	-1	2
CCSC(=O)N1CCCCCC1
 : 12	0	-0.2	-5	1.0	.	.	-2	.
COC(=O)C1=C(c2cc3ccccc3s2)C[C@@H]2CC[C@H]1N2C(=O)NC1CC1
 : -11	1	-0.2	-1	-1.2	3	-4	-1	-3
Cc1[nH]c2ccccc2c1CCNCc1ccco1
 : 11	15	-0.1	-2	-1.5	5	-6	1	-3
COc1ccc(NC(c2ccccc2F)P(=O)(Oc2ccccc2)Oc2ccccc2)cc1 (configuration not stated)
 : 2	13	-0.2	3	0.8	6	15	-1	-2
CC1CN=C(NCc2ccccc2)S1 (configuration not stated)
 : 179	-6	-0.2	0	1.2	-2	-7	-1	1
Cc1cccc(N2C(=O)NC(=O)/C(=C/c3cc4c(cc3[N+](=O)[O-])OCO4)C2=O)c1
 : -3	16	0.2	-3	1.3	5	-4	-2	0
CNC(=O)O/N=C(\N)Cc1csc2ccc(Cl)cc12
 : -6	2	0.1	-1	2.3	0	-1	-2	1
O=C(Nc1ccccc1)Oc1ccccc1
 : -9	26	0.0	3	2.6	3	-4	-3	19
CC(N=Cc1c(O)[nH]c(=O)[nH]c1=O)c1ccccc1 (configuration not stated)
 : 6	7	-0.1	-4	-1.9	2	1	-5	2
Cc1cc(OCC(=O)N[C@H](C(=O)O)c2ccccc2)c2c3c(c(=O)oc2c1)CCC3
 : -1	5	-0.1	10	0.9	2	2	-5	-6
COc1ccc(NC(=O)N2C[C@@H]3C[C@@H](C2)c2cccc(=O)n2C3)cc1
 : 4	15	-0.3	6	1.6	-3	-4	-4	-6
COC(=O)C1=C(c2c(C)noc2C)C[C@@H]2CC[C@H]1N2C(=O)NC1CC1
 : -2	3	-0.2	3	0.1	.	.	0	.
CC1(C)CC(=O)C(C=NCCN2CCN(C(=O)Cc3ccc(F)cc3)CC2)=C(O)C1
 : -1	4	-0.1	5	0.6	-3	0	-4	-3
COC(=O)C1=C(c2ccc(OC(F)(F)F)cc2)C[C@@H]2CC[C@H]1N2C(=O)NCCNC(C)=O
 : -9	0	0.1	6	1.7	.	.	-2	.
CCNC(=S)N1CCn2cccc2C1c1cccnc1 (configuration not stated)
 : -4	-5	0.1	8	-0.3	-4	1	-8	-5
C[N+]1(C)CCOC(O)(c2ccc(-c3ccc(C4(O)C[N+](C)(C)CCO4)cc3)cc2)C1 (configuration not stated)
 : 3	5	0.0	-3	-0.5	0	-5	-5	0
CCC(=NCCC(c1ccccc1)c1ccccc1)c1c(O)n(C)c(=O)n(C)c1=O
 : -25	-7	0.1	1	-0.3	-4	6	0	1
COC(=O)C1=C(c2ccc(-c3ccccc3)c(F)c2)C[C@@H]2CC[C@H]1N2C(=O)NC(C)C
 : -6	13	0.7	7	2.4	.	.	5	.
CCOP(=O)(Cc1cc(C(C)=O)c(C)o1)OCC
 : -11	7	0.0	5	1.5	-2	0	-4	-3
CC(C)(C)NC(=S)/N=C(\N)N[N+](=O)[O-]
 : 1	-3	0.0	-3	-1.7	9	-1	-2	0
COC(=O)C1=C(c2cccc(OC)c2OC)C[C@@H]2CC[C@H]1N2C(=O)NC(C)C
 : 4	-1	0.0	-2	0.2	0	0	-1	-1
COC(=O)C1=C(c2cccc(C#N)c2)C[C@@H]2CC[C@H]1N2C(=O)NCCNC(C)=O
 : 1	0	-0.1	4	2.1	.	.	-4	.
O=[N+]([O-])c1ccc(NCCCN2CCOCC2)nc1
 : -2	7	0.1	4	0.5	0	1	-1	-3
COc1ccc(C(=O)OC2C[C@H]3CC[C@H](C2)N3C)cc1OC (some centres not stated)
 : .	0	-0.1	4	2.5	5	2	-4	2
COC(=O)C1=C(c2cccc(C#N)c2)C[C@@H]2CC[C@H]1N2C(=O)N1CCOCC1
 : 5	1	-0.1	-5	0.8	.	.	-2	.
O=C1NC(=O)C(=Cc2cc3c(cc2[N+](=O)[O-])OCO3)C(=O)N1
 : 26	7	-0.1	-1	1.0	-2	2	-5	-2
Cc1ccc(-c2nc3ccccc3c(=O)n2-c2ccc(Br)cn2)cc1
 : -2	9	0.1	0	5.1	1	-4	-5	-4
FC(F)(F)c1ccc2c(c1)ncn2C1CCN(Cc2nnnn2C2CCCCC2)CC1
 : -17	1	0.1	10	0.4	3	3	1	0
O=[N+]([O-])c1ccc(N2CCNCC2)cc1Sc1ccccn1
 : 6	9	0.0	0	2.3	-1	2	-5	-3
CCCNC(=O)N1[C@H]2CC[C@@H]1C(C(=O)OC)=C(c1ccc(S(C)(=O)=O)cc1)C2
 : 5	0	-0.2	-3	-1.6	-1	1	-1	-3
COc1cc2ccc(=O)oc2c2ccoc12
 : -3	-6	-0.1	0	2.2	-1	-2	2	-1
CN1C2CCC1CC(OC(=O)c1ccc(Cl)cc1)(C(=O)O)C2 (configuration not stated)
 : -1	4	-0.5	5	2.3	-3	-6	-2	0
CCc1nccc2c1[nH]c1ccccc12
 : 104	-6	-0.1	7	1.9	-5	-2	-7	-2
CNC(=O)O/N=C(\N)Cc1csc2ccccc12
 : -8	-5	-0.1	-2	0.4	2	-3	-8	-1
CCOP(=O)(OCC)/C(C#N)=C/c1ccc(Br)cc1
 : 17	0	-0.4	-1	-1.4	-2	9	-2	1
CCN(CC)CCN=Cc1c(O)n(Cc2ccccc2)c(=O)[nH]c1=O
 : -11&18	9&20	0.0&0.0	0&5	1.4&0.2	0&1	-6&-1	-6&-3	0&22
CN1CC=C(c2c[nH]c3ccccc23)CC1
 : -9	-9	0.1	3	4.8	0	-6	-4	1
Cn1cc(C(=O)c2ccccc2)c2ccccc21
 : -19	2	0.1	5	-0.6	6	6	-2	-1
CN1C(=O)C(=Cc2coc3ccccc3c2=O)C(=O)N(C)C1=O
 : -27	-7	0.1	-5	-0.4	-2	5	-3	17

Next results.
Under each structure – GASC-1 inh	PREPL inh	Efflux pump inh	LYPLA2 inh	PP5 inh	Fh CTSL1 inh	core dimer inh	PP1 counter	TPT1 inh
CC(C)N1C(=O)/C(=C/C=C/c2ccco2)C(=O)N(Cc2ccco2)C1=O
 : -15	-6	0.3	-18	1.5	-1	63*	7	95*
Cc1nc2ccccc2c(=O)n1-n1cnnc1
 : -2	22	0.0	3	1.4	-4	-1	2	-4
CCCCNC(=O)c1c(N)n(Cc2ccc3c(c2)OCO3)c2nc3ccccc3nc12
 : 1	-1	-0.1	-7	0.1	-1	1	-5	0
O=C(N/N=C/c1c(O)n(Cc2ccco2)c(=O)[nH]c1=O)c1ccccc1O
 : 7	19	0.1	4	0.9	7	1	2	16
CC(C)CC12CN3CCN(CC(C3)C1O)C2 (configuration not stated)
 : -4	12	0.0	0	-0.6	-1	-8	2	-4
CCC1=Nc2cc(C(=O)N3CCC4(CC3)OCCO4)ccc2Sc2ccccc21
 : 6	0	-0.1	3	0.6	-5	13	0	-4
CCC(=O)N1CCN(CCN=Cc2c(O)n(C)c(=O)n(C)c2=O)CC1
 : 1	5	-0.1	-8	-1.4	-1	-3	-2	3
CN(C)C(=O)Oc1cccc2c(OC(=O)N(C)C)cccc12
 : -8	9	-0.1	6	0.0	0	-6	0	-1
O=C1CN=C(c2cccs2)c2c(sc3c2CCCC3)N1
 : 4	-39	-0.1	-13	2.1	8	0	-2	2
Cn1c(O)c(C=NC2CC3CCC2(C)C3(C)C)c(=O)[nH]c1=O (configuration not stated)
 : 2	6	-0.1	-2	1.0	4	-2	0	-2
CCCCn1c(=O)c(C(=O)Nc2ccccc2)c(O)c2ccccc21
 : -13	15	-0.1	4	1.8	-2	-1	-2	1
C[C@]12CCC3=C4CCC(=O)C=C4CC[C@H]3C1CC[C@@H]2O (some centres not stated)
 : 14	4	0.1	1	2.2	-10	-4	-3	-1
COC(=O)C1=C(c2cc3ccccc3s2)C[C@@H]2CC[C@H]1N2C(=O)NCc1ccc(F)cc1
 : 3	-5	0.1	-2	-0.5	1	16	9	-3
Cn1c(NN=O)nc2ccccc21
 : -1	15	0.1	-8	3.4	-2	-5	3	-5
COc1ccc(C(=O)C2CN(C)CC2C(=O)c2ccc(OC)cc2)cc1 (configuration not stated)
 : -29	-17	-0.1	5	-2.3	6	-7	6	-1
CCC(COC(=O)NC)NC(=O)Oc1ccccc1 (configuration not stated)
 : -5	1	-0.1	3	0.1	3	1	-1	-2
